SDO1 yeast rescue – compounds rescuing growth of sdo1-depleted yeast, bone marrow failure model. AID 817. z-score at 10 µM. 140,000 compounds, 0.21% hits. S. cerevisiae sdo1-depleted JHY4D growth rescue, OD600 30 h; active compounds read high; pdr5 snq2 efflux-pump mutant strain;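 active = z-score above 3 at both the 24 hr and the 30 hr optical density reads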;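 also: z-score against mean and SD of all compound wells on the same plate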
Insulin prom inh – TRM-6 insulin promoter activity inhibition; 130,000 compounds, 0.9% hits; TRM-6 cells (human fetal islet line), insulin promoter-eGFP reporter, imaging; reporter expression induced with tamoxifen; inhibition, % at 2 µM;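 active = inhibition above the mean plus 3 SD, with well images judged a real hit on visual review, cut at about 60% in these data, passing the limit was not always enough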
SDO1 yeast rescue Rescue 24 h – second read-out of SDO1 yeast rescue, no call of its own (marks repeat the call); z-score; S. cerevisiae sdo1-depleted JHY4D growth rescue, OD600; measured here: growth rescue at 24 h;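 0 is the plate mean of compound wells and units are plate SD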
Numbers without * were called inactive; . = no result given; ! = not active in a repeat.

SMILES	SDO1 yeast rescue	SDO1 yeast rescue Rescue 24 h	Insulin prom inh
O=C(Nc1ccc2ccccc2c1)C(c1ccccc1)C1CCCC1 (stereo not drawn)	-0.89	-0.18	.
Cc1ccccc1N1C(S)=C(C#N)C(=O)NC1c1cccs1 (stereo not drawn)	0.65	-0.45	16.2
O=CN1CCN(C(C(=O)NC2CCCCC2)c2cc3c(cc2[N+](=O)[O-])OCO3)CC1 (stereo not drawn)	.	.	6.7
O=C(CSc1nc2cc(Cl)ccc2s1)Nc1cccc(S(=O)(=O)N2CCOCC2)c1	0.27	0.57	-64.7
Cn1c(NCC(O)c2ccccc2)nc2c1c(=O)n(Cc1ccc(Cl)c(Cl)c1)c(=O)n2C (stereo not drawn)	.	.	-77.8
Cc1ccccc1OCC(=O)NC(=S)Nc1ccc(S(=O)(=O)NC2CCCCC2)cc1	-0.44	-0.29	5.3
Cc1ccc(-c2nn(CC(N)=O)c(=O)c3ccccc23)cc1S(=O)(=O)N(C)C	-0.19	-1.06	8.3
CCn1c(CSc2nc(C)cc(C)n2)nnc1SCC(=O)Nc1nc(-c2ccccc2)cs1	-0.79	-0.64	24.2
CCCn1c(N)c(Sc2ccc(Cl)cc2)c(=O)n(CCC)c1=O	-0.28	-0.41	42.9
CCOc1ccc(NC(=O)CCCc2cc(-c3ccc(OCC)cc3)on2)cc1	-0.46	-0.32	31.6
COc1ccc(NC(=O)CN(C2CCCCC2)S(C)(=O)=O)cc1OC	0.7	0.64	0.0
COCCOC(=O)c1c(C)n(C)c2ccc(OC(=O)C3CC3)cc12	-1.15	-1.36	.
COc1cc(NS(=O)(=O)c2ccc(N/C=C\C(=O)c3ccc(OC)c(OC)c3)cc2)nc(OC)n1	2.04	1.79	-11.1
Cc1cc(O)c(C=Nc2ccc(Cl)cn2)c(=O)o1	2.58	2.99	-15.4
COC(=O)C1=C(NC(C)=O)CCS1	1.44	1.37	31.2
CN(C(=O)CCc1nnc(CCCCc2ccccc2)o1)C1CCOCC1	.	.	14.3
CCOC(=O)c1c(C)[nH]c(C(=O)CSc2nnc(-c3ccncc3)n2CC)c1C	0.19	0.58	-35.1
Cc1ccc(C(=O)CN(C(=O)c2ccc(Cl)c(Cl)c2)N2C(=O)C3CCCCC3C2=O)cc1C (stereo not drawn)	-0.6	-0.81	21.4
CCc1ccccc1N(CC(=O)N/N=C/c1ccc(OC(=O)OC)c(OC)c1)S(C)(=O)=O	1.38	0.7	22.9
COc1cc(C(C)=O)ccc1Oc1ncnc2c1cnn2-c1ccc(F)cc1	-0.22	-0.29	.
O=C(NNc1nc(-c2ccccc2)c2cc(Br)ccc2n1)c1ccc(S(=O)(=O)N2CCCCC2)cc1	0.14	0.22	12.5
CC(=O)N1CCN(c2ccc(NC(=O)c3ccccc3Br)cc2Cl)CC1	1.16	1.35	.
CC(CN1CCCCC1)OC(=O)c1cc2ccccc2o1 (stereo not drawn)	-0.25	-0.32	0.0
O=C(O)C1CCCN1S(=O)(=O)c1ccc(Br)s1 (stereo not drawn) (tested in a mixture with another compound)	0.83	-0.34	.
CC(C)CNC(=O)c1ccccc1NC(=O)c1ccc(CSc2ccccc2)cc1	-1.49	-0.3	45.5
CC(C)(C)C(=O)Nc1ccccc1C(=O)NCc1ccco1	0.42	1.08	.
COc1ccccc1-c1coc2cc(OCC(=O)OCc3ccccc3)ccc2c1=O	-0.1	-0.26	.
O=C(CCn1cnnn1)Nc1cccc(F)c1	.	.	13.3
CCN(CC)C(=O)CCNS(=O)(=O)c1ccc(C)cc1	1.09	2.21	-11.1
O=C(Nc1ccccc1)Nc1cccc2cccnc12	0.5	1.37	46.1
CC1=NN(C(C)C)C(=O)C1	-0.16	-0.12	18.6
O=C(COC(=O)/C=C/c1ccco1)Nc1ncc(C(F)(F)F)cc1Cl	1.34	1.15	.
COc1cccc(NC(=O)COC(=O)c2ccccc2F)c1	0.6	-0.2	.
Cc1nonc1OCCNC(=O)C12CC3CC(CC(C3)C1)C2	0.17	0.07	37.5
O=C1C2CCCCC2C(=O)N1c1ccc(NC2CCCCC2)c([N+](=O)[O-])c1 (stereo not drawn)	-0.46	-0.53	10.5
CC(=O)Nc1cccc(NC(=O)CSc2nnnn2C)c1	-0.32	-0.91	28.6
Cc1csc(SCC(=O)Nc2nc(-c3ccccc3)cs2)n1	-1.41	-1.95	46.7
O=C(Cn1ccc2ccccc2c1=O)NCCC(=O)Nc1ccc2c(c1)OCCO2	0.19	-0.28	.
COc1cccc2[nH]c3c(N4CCCCC4)ncnc3c12	0.56	0.91	-42.9
Cc1nnc(NC(=O)C2c3ccccc3Oc3ccccc32)s1	-0.9	-0.84	-18.8

Ordered by count of non-hydrogen atoms (lowest first): some entries from above
SMILES	SDO1 yeast rescue	SDO1 yeast rescue Rescue 24 h	Insulin prom inh
CC1=NN(C(C)C)C(=O)C1	-0.16	-0.12	18.6
COc1cccc2[nH]c3c(N4CCCCC4)ncnc3c12	0.56	0.91	-42.9
Cc1nonc1OCCNC(=O)C12CC3CC(CC(C3)C1)C2	0.17	0.07	37.5
O=C(COC(=O)/C=C/c1ccco1)Nc1ncc(C(F)(F)F)cc1Cl	1.34	1.15	.
O=C(Cn1ccc2ccccc2c1=O)NCCC(=O)Nc1ccc2c(c1)OCCO2	0.19	-0.28	.

The list goes on:
SMILES	SDO1 yeast rescue	SDO1 yeast rescue Rescue 24 h	Insulin prom inh
CCC1=NN(C(=O)Cc2ccc(OC)c(OC)c2)C(O)(C(F)(F)F)C1 (stereo not drawn)	0.49	-0.24	22.6
O=C(Cc1ccccc1)NC1CCN(S(=O)(=O)c2cccc(F)c2)CC1	-0.09	-0.49	.
COc1ccc(N(CC(=O)NCc2cccnc2)S(=O)(=O)c2ccc(C)c([N+](=O)[O-])c2)cc1	.	.	-10.0
COc1ccc2nc(NC(=O)CCc3nc(-c4ccccc4F)no3)sc2c1	0.37	1.68	20.9
CCCCOc1ccc(C(=O)N/N=C/c2cn[nH]c2-c2ccc(OC)c(OC)c2)cc1	-0.32	0.17	-20.0
CCCCNS(=O)(=O)c1ccc2nc(SCC(=O)Nc3cccc(F)c3)[nH]c2c1	2.58	2.15	15.4
CCOC(=O)Cc1csc(NC(=O)CSc2nnc(-c3ccc(NS(=O)(=O)CC)cc3)o2)n1	.	.	31.2
Cc1ccc(S(=O)(=O)c2cc3c(=O)n4ccccc4nc3n(Cc3ccco3)c2=N)cc1C	-0.94	-0.32	-6.1
CN(C)c1ccc(/C=C(/C(=O)c2ccc(Cl)cc2Cl)n2cncn2)cc1	-1.1	-0.75	41.4
O=C(Nc1cccc(C(F)(F)F)c1)c1ccccc1NC(=O)C1CCCCC1	0.4	0.99	3.7
COc1ccc2cc(/C=N/O)c(Cl)nc2c1	.	.	20.0
CCCn1c(SCC(=O)Nc2c(C)cccc2CC)nnc1C(C)C	0.51	0.49	8.3
CCN(CC)c1ccc(NS(=O)(=O)c2ccc(OC)cc2)cc1	.	.	-33.3
CCOc1cc(C(=O)Nc2ccccc2F)cc(Br)c1OCC	0.34	0.71	-26.7
CCc1nnc(NC(=O)CSc2nc3c(c(=O)n2CC)SC(C)C3)s1 (stereo not drawn)	0.1	-0.32	.
O=C(NC(=S)N(Cc1ccccc1)Cc1ccccc1)C1CCCCC1	-0.05	1.05	.
Cc1ccsc1CN1CC(=O)N(c2c(C)cccc2C)C1=S	.	.	-33.3
CC(=O)CN1Cc2ccccc2/C1=N\C(=O)Nc1ccccc1	-0.6	-1.57	.
Cc1ccc2cccc(N=Cc3c(C)[nH]n(-c4ccccc4)c3=O)c2n1	-1.67	-1.57	.
COc1ccc(NC(=O)C2CCCN(S(=O)(=O)c3cccnc3)C2)cc1 (stereo not drawn)	0.1	-0.69	.
CC1CC(C)CN(Cc2nc(N)nc(Nc3ccc4ccccc4c3)n2)C1 (stereo not drawn)	0.46	0.57	37.5
COC(=O)c1cc(OC)c(OC)cc1NC(=S)N1CCN(C)CC1	3.13*!	4.31*!	.
COc1ccc(CCNS(=O)(=O)c2ccc(F)cc2)cc1OC	-0.01	2.94	.
COC(=O)NNC(=O)Cc1cccc2ccccc12	-0.07	-0.89	33.3
Cc1ccc(Cl)cc1-c1ccc(/C=N/n2cnnc2)o1	-0.2	-0.44	-21.1
CC(C)Cc1nc(NCCN2CCOCC2)c(C#N)c2c1COC(C)(C)C2	-2.2	-1.16	27.3
CC(NC(=S)NC1CCCCC1)C(c1ccccc1)N1CCOCC1 (stereo not drawn)	.	.	-38.9
O=C(O)Cn1c2ccccc2c2ccccc21	.	.	-80.0
CCOc1ccc(C2NC(=O)C(C#N)=C(S)N2c2ccc(OC)cc2)cc1OC (stereo not drawn)	1.46	1.63	80.0*
COC(=O)C1C(=O)c2c([nH]c(C(=O)OC3CCCCC3)c2C)CC1C (stereo not drawn)	-0.36	0.07	-28.6

Compound profiles (already shown). Values in the order: SDO1 yeast rescue, SDO1 yeast rescue Rescue 24 h, Insulin prom inh
Record of CC(=O)Nc1cccc(NC(=O)CSc2nnnn2C)c1 = -0.32, -0.91, 28.6
Record of CC1=NN(C(C)C)C(=O)C1 = -0.16, -0.12, 18.6
Record of Cc1ccc(-c2nn(CC(N)=O)c(=O)c3ccccc23)cc1S(=O)(=O)N(C)C = -0.19, -1.06, 8.3
Record of Cc1nonc1OCCNC(=O)C12CC3CC(CC(C3)C1)C2 = 0.17, 0.07, 37.5
Record of CCCn1c(SCC(=O)Nc2c(C)cccc2CC)nnc1C(C)C = 0.51, 0.49, 8.3

(cont.)
SMILES	SDO1 yeast rescue	SDO1 yeast rescue Rescue 24 h	Insulin prom inh
O=C(Nc1ccn(Cc2c(F)c(F)c(F)c(F)c2F)n1)c1cccc(Cn2cc([N+](=O)[O-])cn2)c1	-1.39	-1.41	0.0
CCCCOC(=O)Nc1ccccc1C(=O)N1CCCC1	0.15	-0.34	0.0
CC1(C)CC(=O)c2cn3ncnc3nc2C1	1.91	2.11	-22.9
O=C1CCCc2c1cc(C(=O)Nc1ccc(Br)cn1)c(=O)n2-c1ccccc1	-1.05	0.65	.
O=C(CNC1CCCCC1)NN=C(c1ccccc1)c1ccccc1	.	.	-113.3
CCOc1ccc(C2CC(=O)n3nc(C45CC6CC(CC(C6)C4)C5)nc3S2)cc1OC (stereo not drawn)	-0.8	-1.35	7.4
CC1CCN(C(NC(=O)c2ccco2)C(=O)c2ccccc2)CC1 (stereo not drawn)	0.22	-0.56	12.0
CCN1CCCC1CNC(=O)CSc1cc(=O)n(CC)c2ccccc12 (stereo not drawn)	-0.18	-0.48	.
C=CCc1cccc(/C=N/n2cnnc2)c1O	0.33	-0.44	.
CCOC(=O)c1oc2cc(O)ccc2c(=O)c1-c1ccccc1OC	0.11	0.44	-19.4

Part of the list above, with two lines to a compound:
Fields – SDO1 yeast rescue	SDO1 yeast rescue Rescue 24 h	Insulin prom inh
- CCN1CCCC1CNC(=O)CSc1cc(=O)n(CC)c2ccccc12 (stereo not drawn)
  -0.18	-0.48	.
- CCCCOC(=O)Nc1ccccc1C(=O)N1CCCC1
  0.15	-0.34	0.0

New compounds follow:
SMILES	SDO1 yeast rescue	SDO1 yeast rescue Rescue 24 h	Insulin prom inh
CCCOc1ccc(C(=O)O/N=C(\CC)c2ccc(C)cc2)cc1	-1.15	0.47	23.3
CC(=O)COc1ccc2c3c(c(=O)oc2c1C)CCCCC3	-1.65	-0.97	29.7
CCCCC(NC(C)=O)c1nc2ccccc2n1CCCC (stereo not drawn)	-0.26	0.08	.
COCCn1ccc(O)c(Cc2ccc(Cl)cc2)c1=O	0.48	0.14	16.7
O=C(Nc1ccc(Cl)cc1C(=O)Nc1ccncc1)c1ccco1	-0.7	-1.05	-6.9
CCN(CC(=O)NCc1ccc(F)cc1)C(=O)COc1ccc2ccccc2c1	0.04	0.23	-14.3
CCCC1NC(=S)NC(C)=C1C(C)=O (stereo not drawn)	.	.	-7.1
Nc1nc2ccc(-c3nc4ccccc4o3)cc2s1	-2.04	-1.65	-61.5
OCCN(CCO)Cc1ccc(Br)cc1	-0.07	0.46	-35.5
CCN(CC)CCN(CC(=O)N(C1CCCCC1)C1CCCCC1)C(=O)c1ccco1	.	.	-7.1
CCOP(=O)(OCC)c1nc(-c2ccc(C)cc2)oc1N1CCOCC1	.	.	34.1
O=C1CCCN1CC(O)CS(=O)(=O)c1ccc(Cl)cc1 (stereo not drawn)	0.77	0.85	.
Cc1cccc(NS(=O)(=O)c2ccc3nc(-c4ccccc4)[nH]c3c2)c1C	0.13	-0.2	-14.8
CCOc1ccc2nc(COC(=O)c3ccco3)c(C(C)=O)[n+]([O-])c2c1	0.23	0.43	-13.3
Oc1cnn(-c2ccccc2)c1	0.62	0.53	.
CC1(C)c2ccccc2N2CC(=O)NC21/C=C/c1ccco1 (stereo not drawn)	-0.12	-0.38	0.0
O=C(O)CNC(=S)N(Cc1cccs1)C1CCCCC1	2.08	2.44	.
O=C(N/N=C/c1ccccc1OC(F)F)C1=COCCO1	.	.	-16.7
COc1cccc(C2c3c(-c4cc(Cl)c(C)cc4O)n[nH]c3C(=O)N2Cc2cccnc2)c1 (stereo not drawn)	0.59	1.08	19.4
Cc1cc(NC(=O)CCl)n(-c2nc3ccccc3s2)n1	.	.	66.7
COc1ccc(CCNC(=O)COC(=O)c2ccc(Br)o2)cc1OC	-0.62	-0.96	13.5
O=C(c1cccs1)N(Cc1ccco1)C1CCS(=O)(=O)C1 (stereo not drawn)	0.19	-0.04	3.0
CCc1ccc2[nH]c(=O)c(CN(CCN3CCCC3)C(=O)NC3CCCCC3)cc2c1	-0.04	0.08	-23.1
COc1cc(-c2nnc(-c3ccccc3)o2)cc(OC)c1OC	-0.23	-0.21	68.8
O=C(Nc1ccccc1N1CCN(C(=O)c2ccccc2)CC1)c1ccc2c(c1)OCO2	-0.2	-0.37	.
O=C(CN1CCC(NC(=O)Nc2ccccc2-c2ccccc2)CC1)NCc1ccco1	1.08	0.16	13.0
COc1ccc(NC(=S)N/N=C2\CC(C)(C)Oc3ccc(OC)cc32)cc1	-0.98	0.09	51.9
